# Assay outcomes (PubChem)
# DAX1 inh-1: inhibits human nuclear receptor DAX1. HEK293 Gal4-DAX1 luciferase reporter, luminescence. actives 0.99% (n = 340,000). inhibition, % at 6.75 µM. AID 504766. P51843;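 active means inhibition above the mean over all tested compounds plus 3 SD, cut at about 4.2% in these data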;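 further: 0% = DAX1-transfected cells with DMSO and 100% = empty-vector control cells with DMSO; inhibition shows as a rise in luminescence from relieved DAX1 repression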
# Target sequence (P51843 207-470 limits assumed): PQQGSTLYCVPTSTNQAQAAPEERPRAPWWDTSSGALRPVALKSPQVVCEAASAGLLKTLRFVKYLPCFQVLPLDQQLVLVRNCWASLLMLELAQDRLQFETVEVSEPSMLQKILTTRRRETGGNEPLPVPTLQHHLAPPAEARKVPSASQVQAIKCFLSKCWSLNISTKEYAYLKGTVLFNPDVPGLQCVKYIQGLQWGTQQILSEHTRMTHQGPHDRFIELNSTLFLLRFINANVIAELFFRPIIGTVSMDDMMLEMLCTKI
# MBD2 inh: inhibitors of human MBD2 binding to methylated oligonucleotide; Q9UBB5; actives 0.31% (n = 370,000); TR-FRET; inhibition, % at 4.4 µM; in the data active means inhibition above about 13%
# ssDAF-12 act: S. stercoralis DAF-12 activation, primary screen. actives 1% (n = 370,000). HEK293 ssDAF-12/GRIP1 lit1-tk-luc reporter, luminescence; % of 3 µM dafachronic acid response. activation, % at 6.8 µM;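 active means activation above the mean over all tested compounds plus 3 SD, cut at about 0.9% in these data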;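 further: 0% = DMSO-only wells and 100% = 3 µM delta7-dafachronic acid wells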
# DAX1 inh-2: DAX1 (NR0B1) inhibition, primary screen; HEK293T StAR-luciferase reporter, SF-1/DAX-1 repression relief; inhibition, % at 6.8 µM; AID 652010; actives 1.1% (n = 370,000);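 active means inhibition above the mean over all tested compounds plus 3 SD, cut at about 3.6% in these data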;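 further: 0% = DAX-1 cells with DMSO and 100% = cells lacking DAX-1 with DMSO; higher inhibition means more luminescence from relief of DAX-1 repression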
# hcDAF12 agonist: H. contortus DAF-12 activation, primary screen; HEK293 hcDAF-12 lit1-tk-luc reporter, luminescence; 0% DMSO, 100% Δ7-dafachronic acid; activation, % at 6.8 µM; actives 1.4% (n = 370,000); AID 652067;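 active means activation above the mean of all tested compounds plus 3 SD, cut at about 5.5% in these data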;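 further: 100% = response to 3 µM Δ7-dafachronic acid high control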
# PLC-gamma1 inh: PLC-gamma1 (human) inhibition, primary screen. P19174. purified PLC-gamma1, fluorogenic substrate, fluorescence. inhibition, % at 12.2 µM. actives 0.84% (n = 370,000); in the data active means inhibition above about 9.5%
# SMARCA2 activ: SMARCA2 function activation, primary screen. MG213 cells, MMTV-luciferase reporter, dexamethasone, overnight. activation, % at 9.1 µM. actives 1% (n = 370,000). AID 652017; in the data active means activation above about 7.8%;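 further: 0% = vehicle wells and 100% = reference activator wells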
# Rev-erbA mod: modulators of human Rev-erb alpha DNA binding; actives 0.79% (n = 370,000); Rev-erbα–FITC-DNA binding, fluorescence polarization, 90 min; activity, % at 10 µM; P20393;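 active means activity above about 14%, limit read from the data; passing the limit was not always enough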;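 further: 0% = DMSO wells with 35 nM protein and 100% = DMSO wells with 750 nM protein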
# hgDAF-12 ag: agonists of H. glycines DAF-12 nuclear receptor. actives 1.8% (n = 370,000). activation, % at 6.8 µM. AID 687014. HEK293 GAL4-hgDAF12 UAS-luciferase reporter, agonist luminescence; normalized to butyrate control;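 active means activation above a cutoff set at the mean of all screened compounds plus 3 SD, cut at about 10% in these data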;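 further: 0% = DMSO wells and 100% = sodium butyrate wells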
# PLCb3 inh: inhibitors of human phospholipase C beta3; Q01970; Purified PLC-beta3, fluorogenic substrate, fluorescence; inhibition, % at 12.2 µM; actives 0.18% (n = 370,000); in the data active means inhibition above about 11%;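 further: 0% = median of compound wells on plate and 100% = full blocker control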
# ADAM17 inh: ADAM17 inhibition, QFRET primary screen; recombinant ADAM17, EDANS/DABCYL FRET peptide cleavage; inhibition, % at 6.95 µM; actives 0.83% (n = 370,000); AID 720648;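 active means inhibition above the mean of compounds lying between control limits plus 3 SD, set per campaign, cut at about 8.5% in these data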;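 further: 0% = DMSO-only wells as the low control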
# Target sequence (P78536 215-824 limits assumed): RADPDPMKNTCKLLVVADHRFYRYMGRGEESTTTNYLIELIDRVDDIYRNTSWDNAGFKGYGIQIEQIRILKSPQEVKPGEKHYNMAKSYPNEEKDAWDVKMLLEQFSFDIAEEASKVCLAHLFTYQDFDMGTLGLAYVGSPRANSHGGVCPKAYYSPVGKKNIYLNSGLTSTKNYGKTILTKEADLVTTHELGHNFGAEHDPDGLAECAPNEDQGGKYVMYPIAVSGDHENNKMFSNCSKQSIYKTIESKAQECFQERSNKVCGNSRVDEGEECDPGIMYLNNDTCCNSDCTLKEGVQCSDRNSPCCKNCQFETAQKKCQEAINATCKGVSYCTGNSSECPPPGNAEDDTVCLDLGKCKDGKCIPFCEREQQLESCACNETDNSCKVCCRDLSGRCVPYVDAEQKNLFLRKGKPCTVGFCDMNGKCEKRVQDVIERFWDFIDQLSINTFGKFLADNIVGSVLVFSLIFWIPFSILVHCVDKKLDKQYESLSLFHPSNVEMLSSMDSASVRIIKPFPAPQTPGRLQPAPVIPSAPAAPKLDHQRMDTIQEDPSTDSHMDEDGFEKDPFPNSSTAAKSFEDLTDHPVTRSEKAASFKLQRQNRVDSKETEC
# Active calls of the source: *; i = inactive; x = not tested or not shown.
SMILES,DAX1 inh-1,MBD2 inh,ssDAF-12 act,DAX1 inh-2,hcDAF12 agonist,PLC-gamma1 inh,SMARCA2 activ,Rev-erbA mod,hgDAF-12 ag,PLCb3 inh,ADAM17 inh
Cc1ccnc(NS(=O)(=O)c2cc(C(F)(F)F)ccc2Cl)c1,x,-4,-0.8,-0.4,1.1,-1,0,4,3.9,-2,-3
Cc1cc(C)c(NC(=O)COc2ccc(-n3cnnn3)cc2)c(C)c1,1.1,-6,-0.7,0.2,-0.9,2,0,-5,-0.1,-7,3
CCn1c(/C=C/N(C)c2ccccc2)[n+](CC)c2ccc(Cl)cc21,-0.4,2,-0.6,-0.1,1.2,1,0,1,-1.1,-1,-1
O=C1CSC(c2ccccn2)N1c1ccccc1F (stereo not given),2.2,-3,-1.8,0.1,-0.9,-1,1,-3,0.2,-1,-1
O=C1CCC(C(=O)N(CCO)Cc2ccccc2)CN1CCc1cccc(F)c1 (stereo not given),-0.2,7,-1.2,-0.9,-0.7,-2,-6,-1,-0.7,0,-1
Cc1csc(=O)n1CC(=O)OCC(=O)NC(C)c1ccc(F)cc1 (stereo not given),0.1,10,-1.1,-0.6,-0.9,-4,-2,1,-1.9,-5,-4
CCN1C(=O)CSC1=Nc1ccccc1Cl,3.2,-2,-1.6,0.4,-0.1,5,-4,7,0.3,-8,4
Cc1c(Cl)cccc1NC(=O)CCC(=O)c1cccs1,-0.5,2,-0.9,0.3,0.1,-1,-1,8,1.8,-8,-3
N#Cc1c(NC(=S)NC(=O)c2ccccc2)sc2c1CCC2,2.5,3,-0.3,1.4,3.5,-1,1,0,8.5,0,-1
O=C(COc1ccc2c3c(c(=O)oc2c1)CCC3)N1CCN(c2ccc(F)cc2)CC1,-0.3,5,-1.6,0.1,-0.1,-3,-1,-5,1.3,-11,-4
COC(=O)c1[nH]c2ccccc2c1NC(=O)c1c(F)cccc1F,0.4,0,-1.4,0.4,-0.2,1,0,-10,0.2,-1,-3
COC(=O)c1cc(Br)c(=O)n(CC(C)C)c1,-0.3,0,-1.0,0.5,-0.9,3,0,2,1.7,1,-1
Cc1cccc(NC(=O)c2ccc(Cl)c(S(=O)(=O)N3CCCCC3)c2)n1,-1.7,4,-0.8,-0.4,-2.0,-2,-1,-6,-0.2,-2,-1
O=C(COC(=O)/C=C/c1ccccc1)NC1CCCCCC1,1.0,-2,-0.1,0.8,0.0,1,1,-3,0.5,-9,-1
CCCCCC(=O)N1C[C@H](n2cc(-c3ccc(F)cc3)nn2)[C@@H](O)C[C@@H]1c1ccc(C)cc1,3.8,1,-0.3,0.2,-1.1,-1,-4,5,-0.5,2,7
COC(=O)[C@@]12C[C@@H](CC(=O)NCc3cccc(C(F)(F)F)c3)C(=O)N(Cc3ccc4c(c3)OCO4)C1=CCC(C)(C)C2,x,2,-0.2,0.6,2.0,0,-6,-4,-2.2,3,7
CCn1cc(C(=O)NCCCN2CCN(C)CC2)c(=O)c2cc(S(=O)(=O)N3CCc4ccccc4C3)ccc21,2.9,-6,1.5*,-0.4,1.2,2,-2,-2,-1.9,4,-2
C/C(=N\NC(N)=S)C12CC3CC(CC(C3)C1)C2,-2.6,2,-1.4,-2.4,-0.5,-1,-2,-4,-2.3,-2,-1
COc1ccc(OC)c(S(=O)(=O)Nc2cnc3ccccc3c2)c1,-0.7,-3,-0.4,-0.6,-1.3,0,-1,0,-1.0,-4,-2
O=c1[nH]c(N2CCN(c3ccccc3)CC2)nc2c1CCC2,-0.1,-5,-1.3,0.5,-1.9,3,-1,-4,-0.1,2,0
O=S(=O)(c1cc(Cl)cc(Cl)c1)N1CCN(c2nc(-c3cccs3)nc3ccccc23)CC1,x,-3,-1.2,x,-0.4,2,x,1,1.2,-5,-5
COc1ccc2cc(C(=O)N3CCN(Cc4ccc5c(c4)OCO5)CC3)[nH]c2c1,-1.4,7,-0.6,-0.9,3.8,-2,-4,6,-2.5,-17,-2
CCC(C)(C)n1nnnc1C(c1ccccc1OC)N1CCSCC1 (stereo not given),0.2,-2,-1.6,0.5,-1.4,3,-2,-1,-0.7,1,-1
COC(=O)C1(C(=O)OC)C2C(=O)C3C(C21)C3(C(=O)OC(C)(C)C)C(=O)OC(C)(C)C (stereo not given),0.8,1,-0.8,-0.2,0.3,3,-2,-1,2.9,0,-5
CC1CCN(C(=O)COC(=O)CCC(=O)c2ccc(F)cc2)CC1,x,6,-0.4,-0.8,0.3,2,-5,2,-1.1,-1,-2
Cc1cc(C)cc(N(CCC#N)C(=O)COC(=O)c2ccc(OCc3c(C)noc3C)cc2)c1,0.6,-2,-1.5,0.2,-1.8,3,1,1,-1.6,2,7
COC(=O)c1ccc(NC(=O)CCN2C(=O)CSC2=O)cc1,-1.3,1,-1.8,0.5,2.5,1,2,-2,5.1,-6,-3
NC(=O)CCN1CCN(S(=O)(=O)/C=C/c2ccccc2)CC1,-0.9,-2,-0.6,-0.2,-0.5,1,-3,-1,-2.5,-6,-5
S=c1[nH]nc(NC2CCCCC2)s1,1.0,0,-0.7,0.1,-0.3,0,2,-1,5.6,3,-4
COCCNC(=S)N/N=C(\C)CCc1ccc2c(c1)OCO2,0.5,1,-1.8,0.2,0.2,-2,-3,-1,2.7,-8,-5
COCCNC(=O)C(c1ccc(C)o1)N(Cc1ccco1)C(=O)c1snc(C(N)=O)c1N (stereo not given),-0.5,2,-0.9,-0.1,-1.8,-45,0,0,-1.2,-58,-35
COc1cccc(CNC(=O)[C@H]2CCCN2C(=O)[C@H]2CCCN2C(=O)c2ccc(F)cc2)c1,x,-3,-0.8,0.1,2.1,6,-6,5,0.0,7,1
CC[C@@]1(C(=O)OC)N[C@H](CN(C)C(C)=O)[C@@H]2C(=O)N(C)C(=O)[C@@H]21,-0.6,3,-0.7,0.1,0.1,2,-4,2,1.6,6,4
CCCNS(=O)(=O)c1ccc(OCC(=O)NCC2CCCO2)cc1 (stereo not given),-0.8,-3,-0.6,-0.3,-1.4,-2,4,5,0.2,-4,-1
Cc1noc(C)c1COC(=O)COc1ccc(-c2ccccc2)cc1,1.1,4,-1.0,0.3,-1.1,1,-2,6,-1.9,-3,0
CCOC(=O)C1CCN(C(=O)C2CCN(c3ncnc4c3nc3n4CCCCC3)CC2)CC1,-0.1,2,-1.3,0.4,0.0,1,1,2,-3.5,-4,-1
CC(c1ccccc1F)n1cc(C(=O)NCCCn2ccnc2)nn1 (stereo not given),-0.2,6,-1.1,-0.1,-0.6,-4,-2,2,-1.6,-2,1
CC(=O)c1cccc(Nc2ccc(Br)cc2)c1,x,-3,-0.6,9.7*,4.4,-2,6,1,14*,-9,6
COc1ccc(NS(=O)(=O)c2ccc(OCC(=O)N3CCCC3)cc2)cc1,-0.6,-4,-1.0,-0.5,-1.1,-1,-2,-2,-2.5,1,4
Cc1ccccc1NC1C=CS(=O)(=O)C1 (stereo not given),-0.8,-1,-1.1,-0.5,-1.5,-1,0,1,0.2,0,-1
COc1ccc(OC)c(/C=C/C(=O)Nc2cccc(S(=O)(=O)N3CCCC3)c2)c1,-2.4,3,-2.0,-1.3,-3.8,i,-2,3,-4.2,i,-182
CC(NC(=O)NCc1cccnc1)(C(F)(F)F)C(F)(F)F,0.6,5,-1.4,-0.2,-1.2,0,3,7,-1.8,3,-4
O=C(NC1CCCC1)C1c2ccccc2OCC(=O)N1Cc1ccccn1 (stereo not given),x,-2,-1.2,-1.4,-1.1,0,3,-3,0.0,-7,-4
OCC1(Cc2cccc(Cl)c2)CCCN(Cc2cn[nH]c2C2CCCCC2)C1 (stereo not given),-1.6,-2,-1.8,0.0,0.4,0,-1,-4,-1.0,-4,0
CC(=O)NC12CC3CC(C1)CC(C(=O)N1CCN(S(=O)(=O)c4cccc(C(F)(F)F)c4)CC1)(C3)C2,1.1,4,-1.1,-0.7,0.1,1,-2,2,-1.9,-4,-4
Fc1ccc(-c2nnc3ccccn23)cc1,-0.6,2,-1.7,0.0,-0.4,-3,-3,0,-0.5,-4,0
N/C(=N/S(=O)(=O)c1ccccc1)c1cccc([N+](=O)[O-])c1,-0.9,-6,-1.7,-1.3,-2.2,-2,-2,1,-4.6,-3,-3
CSc1nnc(Cn2c(=O)sc3ccccc32)n1C,0.0,-3,-0.9,0.5,-0.3,3,0,3,-0.2,5,0
O=C(CN1C(=O)c2ccccc2C1=O)NCC1COc2ccccc2O1 (stereo not given),0.7,-2,-1.0,-0.5,-1.6,0,1,-2,-2.1,0,-3
CCOC(=O)Cc1csc(NS(=O)(=O)c2ccc3ccccc3c2)n1,1.3,1,-0.9,0.2,0.7,-6,-1,-1,-1.1,-5,-3
CC(C)Cn1nnc2c(=O)oc3ccccc3c21,-0.1,0,-1.4,-0.4,-1.4,0,-1,-1,6.6,-2,-8

# 12 entries from above, set out differently:
Structure | DAX1 inh-1 | MBD2 inh | ssDAF-12 act | DAX1 inh-2 | hcDAF12 agonist | PLC-gamma1 inh | SMARCA2 activ | Rev-erbA mod | hgDAF-12 ag | PLCb3 inh | ADAM17 inh
Cc1ccccc1NC1C=CS(=O)(=O)C1 (stereo not given) | -0.8 | -1 | -1.1 | -0.5 | -1.5 | -1 | 0 | 1 | 0.2 | 0 | -1
COc1ccc(OC)c(/C=C/C(=O)Nc2cccc(S(=O)(=O)N3CCCC3)c2)c1 | -2.4 | 3 | -2.0 | -1.3 | -3.8 | i | -2 | 3 | -4.2 | i | -182
CC(NC(=O)NCc1cccnc1)(C(F)(F)F)C(F)(F)F | 0.6 | 5 | -1.4 | -0.2 | -1.2 | 0 | 3 | 7 | -1.8 | 3 | -4
O=C(NC1CCCC1)C1c2ccccc2OCC(=O)N1Cc1ccccn1 (stereo not given) | x | -2 | -1.2 | -1.4 | -1.1 | 0 | 3 | -3 | 0.0 | -7 | -4
OCC1(Cc2cccc(Cl)c2)CCCN(Cc2cn[nH]c2C2CCCCC2)C1 (stereo not given) | -1.6 | -2 | -1.8 | 0.0 | 0.4 | 0 | -1 | -4 | -1.0 | -4 | 0
CC(=O)NC12CC3CC(C1)CC(C(=O)N1CCN(S(=O)(=O)c4cccc(C(F)(F)F)c4)CC1)(C3)C2 | 1.1 | 4 | -1.1 | -0.7 | 0.1 | 1 | -2 | 2 | -1.9 | -4 | -4
Fc1ccc(-c2nnc3ccccn23)cc1 | -0.6 | 2 | -1.7 | 0.0 | -0.4 | -3 | -3 | 0 | -0.5 | -4 | 0
N/C(=N/S(=O)(=O)c1ccccc1)c1cccc([N+](=O)[O-])c1 | -0.9 | -6 | -1.7 | -1.3 | -2.2 | -2 | -2 | 1 | -4.6 | -3 | -3
CSc1nnc(Cn2c(=O)sc3ccccc32)n1C | 0.0 | -3 | -0.9 | 0.5 | -0.3 | 3 | 0 | 3 | -0.2 | 5 | 0
O=C(CN1C(=O)c2ccccc2C1=O)NCC1COc2ccccc2O1 (stereo not given) | 0.7 | -2 | -1.0 | -0.5 | -1.6 | 0 | 1 | -2 | -2.1 | 0 | -3
CCOC(=O)Cc1csc(NS(=O)(=O)c2ccc3ccccc3c2)n1 | 1.3 | 1 | -0.9 | 0.2 | 0.7 | -6 | -1 | -1 | -1.1 | -5 | -3
CC(C)Cn1nnc2c(=O)oc3ccccc3c21 | -0.1 | 0 | -1.4 | -0.4 | -1.4 | 0 | -1 | -1 | 6.6 | -2 | -8
